RGS7-Gao reg: human RGS7-Galphao interaction regulation; 0.35% of 220,000 active; binding response (% of control), % at 10 µM; Multiplexed bead flow cytometry, RGS7-Galphao binding; actives lie on both sides; AID 1439; P09471; in the data active = binding response below about 49% or above about 150%; inconclusive = no clear call, values can overlap the other calls; inactive = in between;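 also: fluorescent Galphao held in activated GDP-AlF4 state binding bead-coupled RGS7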
ABCG2 inh: inhibitors of human ABCG2 transporter, ABCB1 counter-screen | IgMXP3 cells, JC-1 efflux, flow cytometry | inhibition, % at 6.6 µM | 0.1% of 190,000 active | AID 1325;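 active = inhibition above 80%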;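 also: 0% = DMSO and 100% = nicardipine control wells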
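material = IgMXP3 (ABCG2) plus far-red-tagged CCRF-Adr (ABCB1) cells | amount = 3 million cells/mL, equal mix of both lines | also added = JC-1 transporter substrate | dosing = one concentration, 6.6 µM final | schedule = 10 min at 25 °C | measured by = flow cytometric JC-1 green MFI at 530 nm | read-out basis = percent efflux inhibition, scaled nicardipine 100% to DMSO 0%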
Mcl1 Bid PPI: Mcl-1/Bid interaction inhibition. TR-FRET Mcl-1/Bid-Dy647 peptide binding, 1536-well. Q07820. 0.97% of 220,000 active. AID 1021. inhibition, % at 21.7 µM;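 active = compounds that cut the binding signal by more than half at the single screening dose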;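 also: His-tagged Mcl-1 with europium anti-His antibody binding Bid BH3 peptide; 0% = Mcl-1 plus peptide wells and 100% = peptide-only wells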
Mcl1-Noxa inh: disrupts binding of human Mcl-1 to Noxa peptide; Q07820; TR-FRET Mcl-1/Noxa peptide binding, 2 h; inhibition, % at 21.7 µM; 1.5% of 220,000 active; AID 1022;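 active = compounds that cut the protein-peptide binding signal by more than 50% relative to plate controls in a single-dose test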;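 also: His-tagged Mcl-1 with rhodamine Noxa BH3 peptide and terbium anti-His antibody; 0% = Mcl-1 plus Noxa peptide wells and 100% = peptide-only wells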
ABCB1 block: human ABCB1 inhibition, ABCG2 as counter-screen | CCRF-Adr cells, JC-1 efflux, flow cytometry | P08183 | inhibition, % at 6.6 µM | 0.067% of 190,000 active; in the data active = inhibition above about 40%;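 also: 0% = vehicle and 100% = reference inhibitor; higher value means more JC-1 retained so stronger ABCB1 efflux block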
Avidin bead fluor: compound fluoresces at 488/530 nm on avidin beads; 0.38% of 220,000 active; AID 1775; compound fluorescence 488/530 nm, flow cytometry; active compounds read high; fluorescence (KMESF) at 10 µM; in the data active = fluorescence above about 47; also: inactives centre near 10
Bim-Mcl-1: human Bim-Mcl-1 interaction inhibition; Q07820; Bead-based flow cytometry, Bim peptide-Mcl-1 binding; inhibition, % at 10 µM; 0.1% of 190,000 active; AID 1009; in the data active = inhibition above about 40%;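 also: 0% = no compound tracer wells and 100% = peptide blocker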
RGS8-Gao: modulates binding of RGS8 to human Galphao; multiplexed bead flow cytometry; actives lie on both sides; response (percent of control binding), % at 10 µM; P09471; AID 1423; 0.34% of 220,000 active; in the data active = response below about 60% or above about 140%; inactive = in between;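 also: Galphao activated as the GDP aluminium fluoride complex binding bead-coupled RGS8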
Pf gametocyte: P. falciparum stage V gametocyte viability inhibition. P. falciparum stage V gametocytes, ATP luminescence, 24 h. inhibition, % at 10.9 µM. 0.065% of 150,000 active. AID 743093;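 active = inhibition above the mean plus 3 SD of compounds within the control limits, set per campaign, cut at about 38% in these data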;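 also: 0% = DMSO wells and 100% = medium only without gametocytes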
RGS4-Gao reg: human RGS4-Galphao interaction regulation. P09471. Multiplexed bead flow cytometry, RGS4-Galphao binding; actives lie on both sides. binding response (% of control), % at 10 µM. 0.33% of 220,000 active; in the data active = binding response below about 49% or above about 150%; inactive = in between;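 also: fluorescent Galphao activated with aluminum fluoride binding bead-coupled RGS4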
GSH fluor: GSH bead compound fluorescence profile; GSH beads flow cytometry, compound fluorescence 488/530 nm; active compounds read high; fluorescence (KMESF) at 10 µM; 0.25% of 190,000 active; AID 1776; in the data active = fluorescence above about 89;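 also: glutathione beads carrying GST-tagged Bcl family fusion proteins plus one bare bead set; values are compound well signal with DMSO vehicle wells as background; inactives centre near 16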
Active calls of the source: *; ? = inconclusive; · = no result given.

SMILES	RGS7-Gao reg	ABCG2 inh	Mcl1 Bid PPI	Mcl1-Noxa inh	ABCB1 block	Avidin bead fluor	Bim-Mcl-1	RGS8-Gao	Pf gametocyte	RGS4-Gao reg	GSH fluor
COc1cc(C)c2c(c1C=O)Oc1c(c(C)c(O)c3c1C(O)OC3=O)OC2=O (centres undefined)	100	1	5	-5	-0.1	7	1	99	·	100	22
CSc1n[nH]c2nc3c(c(=O)n12)C1(CCCCC1)Cc1ccccc1-3	?	·	-45	-10	·	3	·	100	13	100	·
CCOc1ccccc1Nc1nnc(SCc2ccc(C(=O)OC)o2)s1	96	36	-18	2	0.7	21	-7	97	·	99	26
Cc1ccc(CN2CCN(CCCc3ccccc3)CC2CCO)cc1 (centres undefined)	97	3	-2	-15	2.4	6	-2	102	1	102	13
CCCCN(C(=O)CN1C(=O)C2CC=CCC2C1=O)c1c(N)n(CCC)c(=O)[nH]c1=O (centres undefined)	103	2	19	1	0.6	8	0	101	9	101	12
O=C(O)C1CCN(C(=O)CCc2ccccc2)CC1	?	·	-7	-19	·	6	·	100	-9	102	·
CN1C(=S)SC2CS(=O)(=O)CC21 (centres undefined)	?	·	-10	-19	·	7	·	99	-7	100	·
Cc1occc1-c1n[nH]c(=S)n1CC(C)C	105	-1	-28	-9	-0.4	6	-5	105	-20	105	63
O=C(O)CCC(=O)Nc1ccc(Br)c(Cl)c1	97	2	-3	11	0.5	6	-2	101	·	97	52
CCc1ccccc1NC1=CC(=O)CC(C)(C)C1	102	-1	-11	-1	0.3	10	0	100	4	100	13
O=C(NC1CCN(S(=O)(=O)c2ccccc2)CC1)C1CCCCC1	101	2	-1	-9	0.9	20	0	105	15	102	14
Cc1csc(NC(=O)CSCC(=O)O)c1-c1nc2ccccc2s1	?	·	0	7	·	5	·	96	12	87	·
O=C(Nc1cccc(C(F)(F)F)c1)c1cc(-c2cccs2)on1	98	5	-1	-24	0.7	17	-3	98	·	99	24
C=C(C)CNC(=O)CCc1nnc(C2(c3ccc(Cl)cc3)CCC2)o1	97	3	-9	10	0.8	10	-1	100	-12	101	15
COc1ccccc1OCCCn1c(=O)oc2ccc(C)cc21	97	5	-19	-17	0.5	15	1	104	·	107	8
CCC(c1nc2ccccc2c(=O)n1-c1cccnc1)N1C(=O)c2ccccc2C1=O (centres undefined)	102	1	-19	·	1.3	12	1	101	2	102	33
CC(=O)Nc1cccc(Oc2cc(C#N)c(C#N)cc2N2CCOCC2)c1	100	-4	-18	-6	-3.4	7	-2	101	0	105	38
COc1cc(CNC2CCCC2)c(Br)cc1OC1CCCC1	101	-1	2	13	-0.1	20	0	101	-3	99	10
CCc1ccccc1NC(=O)c1cccc(N2C(=O)C3C4CCC(C4)C3C2=O)c1 (centres undefined)	92	3	-24	11	0.8	9	-2	94	-12	91	22
O=C(NCc1cccs1)c1ccc(CS(=O)(=O)c2ccc(Cl)cc2)o1	103	2	-14	9	0.9	10	0	99	34	104	45
O=C(NC12CC3CC(CC(C3)C1)C2)N1CCN(C(=O)C2CCCO2)CC1 (centres undefined)	100	1	-3	-10	0.3	12	-3	99	·	98	20
CCC(CO)NC1=C([N+](=O)[O-])C(=O)CC(C)(C)C1 (centres undefined)	104	0	18	20	0.5	12	-5	101	1	103	13
Cc1nc2c(C)cccc2cc1C(=O)N/N=C/c1cccnc1	100	6	-17	11	0.9	2	1	102	11	101	8
COc1ccccc1NC(=O)CN(c1ccc(C)cc1)S(=O)(=O)c1c(C)n[nH]c1C	98	70	-26	4	7.1	14	-5	100	·	97	33
CCC(=O)c1cc2c(cc1NC(=O)c1ccc(C)cc1)OCCO2	103	18	-21	0	1.5	13	-6	101	0	100	43
CCOC(=O)N1CCN(c2c(NCc3ccc(Cl)cc3)c(=O)c2=O)CC1	102	1	-22	2	0.3	8	0	102	·	101	19
O=C(CSc1nnc(-c2cccs2)o1)Nc1cccc(S(=O)(=O)N2CCCCC2)c1	95	-7	-25	11	0.1	14	0	98	-17	98	9
C#Cc1cccc(-n2nnc(C(C)=O)c2C)c1	?	·	-21	15	·	3	·	94	24	84	·
N=c1ccn(Cc2cccc(Cl)c2)cc1	105	3	6	-4	0.4	4	-1	104	-3	104	5
COC(=O)c1ccccc1NC(=O)C12CCC(C)(C(=O)O1)C2(C)C (centres undefined)	100	0	-19	-2	0.1	4	-2	97	·	99	45
CCCNC(=O)c1ccc(Cl)cc1Cl	?	·	-5	0	·	4	·	99	·	93	·
Cc1ccccc1C(=NCCCN(C)C)c1ccccc1C	104	7	-4	5	1.3	9	-4	102	-5	105	5
COCC[N+]1(C)CCCCC1	108	1	26	49	1.2	4	0	100	-25	104	11
CN(Cc1cccnc1)C(=O)CC1C(=O)NCCN1CC(c1ccccc1)c1ccccc1 (centres undefined)	111	-3	-49	11	-1.1	10	-2	109	·	107	12
CCOC(=O)C1CCCN(C(=O)Cc2ccc(OC)c(OC)c2)C1 (centres undefined)	92	0	-4	-7	0.1	4	0	92	·	96	36
CCOC(=O)N1CCN(C(=O)c2cn(CC)c3ccc(S(=O)(=O)N4CC(C)CC(C)C4)cc3c2=O)CC1 (centres undefined)	103	0	11	-28	0.0	27	0	105	8	105	7
COc1ccc2c(CC(=O)Nc3ccc(OC)c(S(=O)(=O)N4CCOCC4)c3)coc2c1	102	2	-17	-3	-0.1	9	-9	100	5	104	11
COc1cccc(-c2cc(N)nn2C(=O)Nc2ccc(Cl)cc2)c1	106	0	-27	-6	-0.2	6	1	101	·	102	18
COc1ccc(OC)c(Cc2nnc(CCC(=O)N3CCCCC3)o2)c1	?	-1	-38	13	0.0	8	1	101	21	103	11
CN(C)c1nc(C#N)nc(N(C)C)n1	105	11	-9	10	6.8	16	1	103	17	104	9
COCCN(CCOC)C(=O)CC(=O)N(CCOC)CCOC	101	3	3	4	0.4	5	0	99	8	101	35
COc1ccc(Nc2nc(NCc3ccco3)nc(N/N=C/c3ccccc3)n2)cc1	111	1	3	21	-0.1	18	-2	104	·	106	16
Clc1ccc(-c2nnn(Cc3nc4ccccc4s3)n2)cc1	103	1	-4	-1	0.3	14	-1	102	·	103	21
Cc1ccc(N=CC=C2OC(C)(C)C(C)(C)O2)cc1	100	7	-13	21	2.1	15	-6	103	-15	97	10
COc1ccc(NC(=S)NNS(=O)(=O)c2ccc3ccccc3c2)c(OC)c1	102	0	-57	17	-0.1	10	-1	101	-37	101	17
Cc1cc(C)c2cc(CN(Cc3cccnc3)C(=O)c3ccc(F)cc3)c(Cl)nc2c1	116	4	-27	·	5.2	18	2	99	·	102	31
COc1ccc(C2N=C(c3ccccc3)NC(c3ccccc3)=N2)cc1	103	0	-2	-6	0.2	24	-2	104	·	104	15
Fc1ccc(NCc2nnc3n2CCCCC3)cc1	?	2	-54	3	0.5	20	0	100	-4	103	9
CCCCNC(=O)c1cc(C)nc2ccccc12	?	·	-6	3	·	7	·	102	-21	105	·
CN(C)S(=O)(=O)c1cccc(NC(=O)CSc2nncn2-c2ccccc2)c1	109	3	-5	9	0.0	14	-1	102	·	98	73
Cc1nn(CCOc2ccccc2)c(=O)n1-c1c(F)cccc1F	102	3	4	0	0.7	14	0	100	-5	101	26
CCSc1ccc(-c2ccco2)nn1	99	0	-50	13	-0.1	25	0	101	-15	102	22
COc1ccc(-c2csc(N(CC3CCCO3)C(=O)c3ccccc3)n2)cc1 (centres undefined)	?	7	-21	-5	1.4	10	-1	101	-10	105	12
O=C(NC1=NCCS1)c1cc(-c2ccc(F)cc2)nc2ccccc12	104	10	0	26	-2.4	3	-5	106	-13	104	9
Cc1cc(S(=O)(=O)NCc2ccccc2)ccc1OCC(=O)N1CCOCC1	?	7	-17	13	0.9	9	-2	101	11	103	17
CCCNC(=O)C(NS(=O)(=O)c1cccc2nsnc12)c1ccccc1 (centres undefined)	103	7	-19	-8	1.5	8	1	102	-36	102	15
N#C/C(=C\c1ccc(C(=O)O)cc1)c1nc2sc3c(c2c(=O)[nH]1)CCCC3	?	·	13	74*	·	3	·	97	-14	97	·
O=C(CSc1nc2ccccc2[nH]1)NCc1ccco1	98	1	-23	6	0.3	34	-2	101	33	102	22
Cc1ccc(C(NC(=O)c2ccccc2)C(Cl)Cl)cc1 (centres undefined)	104	-2	30	3	-0.1	14	-2	102	13	103	6
COc1ccccc1CNc1nc2ccccc2n1CCN1CCCCC1	102	2	-29	11	0.9	21	0	105	6	103	11

3 compounds already listed, ordered by SMILES length, lowest first.
SMILES	RGS7-Gao reg	ABCG2 inh	Mcl1 Bid PPI	Mcl1-Noxa inh	ABCB1 block	Avidin bead fluor	Bim-Mcl-1	RGS8-Gao	Pf gametocyte	RGS4-Gao reg	GSH fluor
COCCN(CCOC)C(=O)CC(=O)N(CCOC)CCOC	101	3	3	4	0.4	5	0	99	8	101	35
O=C(NC1=NCCS1)c1cc(-c2ccc(F)cc2)nc2ccccc12	104	10	0	26	-2.4	3	-5	106	-13	104	9
CN(C)S(=O)(=O)c1cccc(NC(=O)CSc2nncn2-c2ccccc2)c1	109	3	-5	9	0.0	14	-1	102	·	98	73

(continued)
SMILES	RGS7-Gao reg	ABCG2 inh	Mcl1 Bid PPI	Mcl1-Noxa inh	ABCB1 block	Avidin bead fluor	Bim-Mcl-1	RGS8-Gao	Pf gametocyte	RGS4-Gao reg	GSH fluor
CCO[C@@H]1OC(C(=O)NC2CC2)=C[C@H](c2ccc(Br)cc2)[C@H]1CCCO	?	·	-34	9	·	10	·	106	27	112	·
Cc1ccc2cc(C)c(SCC(=O)Nc3ccc(S(=O)(=O)N4CCCC4)cc3)nc2c1	?	·	-35	-208	·	7	·	97	-37	97	·
CN(C)S(=O)(=O)c1cccc(C(=O)OCC(=O)NCc2ccccc2)c1	112	0	-3	17	0.2	5	-1	106	-13	112	38
CCc1ccc2[nH]c(=O)c(CN(CCCN3CCOCC3)C(=O)Nc3ccc(F)cc3)cc2c1	100	12	0	3	1.1	11	-2	101	·	97	32
Cc1c(NC(=O)C(C)OC(=O)c2c3c(nc4ccccc24)CCC3)c(=O)n(-c2ccccc2)n1C (centres undefined)	89	12	-19	54*	9.1	7	-5	96	-24	82	10
COc1ccc(N2CCN(C3CC(=O)N(C)C3=O)CC2)cc1 (centres undefined)	98	0	-43	6	0.1	18	0	103	·	102	28
CC1(C)N=C(c2ccc(Cl)cc2)C(=O)N1	100	6	3	-2	0.4	13	0	100	·	92	12
CC(=O)N(C)C1=C(O)c2ccccc2C(=O)C1=O	93	3	5	6	1.1	11	0	95	·	92	17
CCOC(=O)CCc1c(C)c(C#N)c2nc3ccccc3n2c1-n1ccnc1C	103	9	2	19	0.2	15	-4	98	8	99	35
COc1ccc(-c2ccnc3nc(/N=C/N(C)C)nn23)cc1	102	5	5	6	0.2	11	-3	102	·	101	14
COc1ccc(NC(=O)Cn2c(-c3ccccc3)cc(C(C)=O)c2C)c(OC)c1	98	16	-1	5	1.4	8	-1	101	-15	101	12
O=c1[nH][nH]c(C(F)(F)F)c1C=Nc1ccccc1	98	1	-28	9	-0.1	25	-2	97	·	99	17

Screening data from PubChem.

Rows are unselected; any-hit rate near 3.3%.
